Bioassay records as filed in PubChem.
CTSL1 counter: Fasciola hepatica cathepsin L1 inhibitors, primary screen, counter-screen for PFM18AAP inhibitor project, biochemical, QFRET, fluorogenic peptide substrate. recombinant F. hepatica cathepsin L1, Z-Leu-Arg-MCA fluorescence. inhibition, % at 5.96 µM. hit rate 0.49% among 300,000. AID 1906, 2009;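 active = inhibition above the mean of all tested compounds plus 3 SD, set per screening campaign, cut at about 17% in these data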;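 note: 0% = plate median of test compound wells and 100% = 1 µM Z-Phe-Ala-diazomethylketone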
HCV core dimer: inhibitors of HCV core protein dimerization, primary screen, biochemical, TR-FRET, high-throughput; TR-FRET GST/Flag-core106 dimerization, 1536-well; inhibition, % at 5 µM; hit rate 0.33% among 300,000; AID 1899, 2009;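 active = inhibition above the mean of all tested compounds plus 3 SD, set per screening campaign, cut at about 45% in these data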
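System: GST/Flag-tagged HCV core106 proteins. Incubation: compound-protein-antibody incubation 4 h at 22.5 °C. Technique: HTRF with 340 nm excitation, 617/671 nm emission. Medium: KF-containing HEPES buffer, pH 7.45, DTT, CHAPS, BSA. Read-out: inhibition (%) from 671 over 617 nm ratio. Also added: Eu(K)-anti-GST 90 ng/mL plus XL665-anti-Flag 1 µg/mL.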
PP5 inh: PP5 phosphatase inhibitors, primary screen, biochemical, fluorescence. Serine/threonine-protein phosphatase 5 (Homo sapiens), P53041. purified PP5c, OMFP substrate fluorescence. inhibition, % at 6.7 µM. hit rate 0.18% among 320,000. AID 1987, 2009;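 active = inhibition above the campaign's mean inhibition across all tested compounds plus 3 SD, cut at about 9.5% in these data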;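 note: 0% = DMSO only and 100% = 100 µM cantharidin control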
ZTA DNA inh: counter-screen for EBNA-1 inhibitors: inhibitors of Epstein-Barr virus ZTA; P03206; ZTA-DNA binding, fluorescence polarization; inhibition, % at 11 µM; hit rate 0.15% among 320,000; AID 2234; in the data active = inhibition above about 33%
Target sequence (P03206 whole entry, looked up): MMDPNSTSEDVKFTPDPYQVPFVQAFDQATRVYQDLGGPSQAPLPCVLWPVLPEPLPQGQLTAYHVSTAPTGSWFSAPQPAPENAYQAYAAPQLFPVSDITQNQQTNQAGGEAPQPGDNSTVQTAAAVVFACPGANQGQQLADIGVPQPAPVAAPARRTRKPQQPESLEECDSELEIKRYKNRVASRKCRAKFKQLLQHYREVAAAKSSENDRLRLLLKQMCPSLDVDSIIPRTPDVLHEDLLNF
PREPL inh: PREPL enzyme inhibitors, primary screen, biochemical, fluorescence polarization. recombinant PREPL, fluorescence polarization activity-based probe. hit rate 0.68% among 320,000. Prolyl endopeptidase-like (Homo sapiens), Q4J6C6. inhibition, % at 5.96 µM. AID 2751, 2010; in the data active = inhibition above about 43%;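 note: 0% = enzyme with DMSO and 100% = wells lacking enzyme; many of its hits are not listed in these tables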
Target sequence (Q4J6C6 whole entry, looked up): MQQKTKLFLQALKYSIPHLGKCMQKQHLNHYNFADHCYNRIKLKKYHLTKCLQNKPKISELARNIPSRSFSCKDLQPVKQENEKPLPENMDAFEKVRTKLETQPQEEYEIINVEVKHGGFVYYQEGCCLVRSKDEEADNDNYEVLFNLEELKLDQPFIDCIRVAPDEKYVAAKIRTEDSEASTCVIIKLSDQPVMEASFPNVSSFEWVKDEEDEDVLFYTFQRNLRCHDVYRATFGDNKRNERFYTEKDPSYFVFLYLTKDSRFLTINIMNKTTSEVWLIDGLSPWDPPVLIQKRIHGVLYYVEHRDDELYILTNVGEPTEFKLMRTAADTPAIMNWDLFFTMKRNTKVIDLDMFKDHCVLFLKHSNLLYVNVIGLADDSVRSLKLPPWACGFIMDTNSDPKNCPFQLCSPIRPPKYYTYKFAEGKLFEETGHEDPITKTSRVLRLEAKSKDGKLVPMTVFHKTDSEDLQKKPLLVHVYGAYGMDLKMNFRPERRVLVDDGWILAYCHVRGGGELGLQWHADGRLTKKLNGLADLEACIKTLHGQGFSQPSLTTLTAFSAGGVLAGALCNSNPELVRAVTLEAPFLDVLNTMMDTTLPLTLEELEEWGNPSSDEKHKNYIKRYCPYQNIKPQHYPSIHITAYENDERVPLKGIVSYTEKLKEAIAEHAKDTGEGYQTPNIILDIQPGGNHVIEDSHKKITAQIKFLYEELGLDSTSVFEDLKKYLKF
EBNA-1 inh: EBNA-1 DNA-binding inhibitors, primary screen, biochemical, fluorescence polarization. AID 1950, 2009. hit rate 0.34% among 300,000. inhibition, % at 14.8 µM; in the data active = inhibition above about 28%
Efflux pump mplx: inhibitors of Candida efflux pumps in yeast, primary screen, S. cerevisiae, Nile Red, multiplex; inhibition, % at 10 µM; AID 485275, 2010; hit rate 0.44% among 330,000; S. cerevisiae Candida pump triplex;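 active = plate passing quality check with inhibition over a set limit, or well fluorescence over plate mean plus 4 SD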;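 note: Nile Red retained in pooled yeast measured as flow cytometry median fluorescence; 0% = buffer negative control and 100% = Enniatin B positive control; higher means more Nile Red kept so more efflux inhibition; some compounds called inactive have numbers as strong as hits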
PP1 inh: PP1-alpha phosphatase inhibitors, primary screen, counter-screen for PP5 inhibitor project, biochemical, fluorescence, OMFP substrate, single point | Serine/threonine-protein phosphatase PP1-alpha catalytic subunit (Homo sapiens), P62136 | purified PP1alpha | inhibition, % at 6.7 µM | hit rate 0.9% among 320,000;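 active = inhibition above the mean inhibition of all tested compounds plus 3 SD, computed separately for each screening campaign, cut at about 15% in these data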
TPT1 inh: Candida albicans TPT1 enzyme inhibitors, primary screen, biochemical, fluorescence polarization. tRNA 2'-phosphotransferase TPT1 (Candida albicans SC5314). recombinant caTPT1, FP RNA substrate dephosphorylation. inhibition, % at 5 µM. hit rate 0.81% among 300,000. AID 1962, 2009;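 active = inhibition above the mean of all tested compounds plus 3 SD, set per screening campaign, cut at about 24% in these data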;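 note: plate controls were DMSO alone for no effect and ferristatin control at 100 nM for full effect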
* marks the source's active call; other numbers are inactive results; . = no result given. This is a subset, so the mix of outcomes need not match the whole.

SMILES | CTSL1 counter | HCV core dimer | PP5 inh | ZTA DNA inh | PREPL inh | EBNA-1 inh | Efflux pump mplx | PP1 inh | TPT1 inh
COc1ccc(NC(=O)CCNS(=O)(=O)c2cc(Br)cnc2N)cc1OC | -1 | 6 | 0.4 | -8 | 7 | 3 | 0.1 | -6 | -6
COc1ccc2nc(NC(=O)CCn3cccc3)sc2c1 | 2 | 13 | 0.5 | -7 | 3 | 1 | -0.1 | 0 | -1
CN(C)C(=O)c1nc(C#N)c(N(C)C)o1 | 3 | -7 | 1.8 | -10 | 17 | -10 | 0.1 | -3 | 1
O=C(COC(=O)Cn1cnc2ccccc21)Nc1cccc(S(=O)(=O)N2CCOCC2)c1 | -8 | -1 | 0.2 | -1 | -4 | 3 | 0.1 | -1 | -2
O=C(Nc1ccc(N2CCN(c3ccc(O)cc3)CC2)cc1)Oc1ccccc1 | 1 | 59* | 1.8 | -5 | 16 | 16 | -0.2 | 13 | -2
CCCCOc1ccc(/C=N/NC(=S)Nc2cc(C)ccc2C)cc1 | 6 | 3 | 2.4 | -12 | 21 | 8 | 0.0 | 1 | -1
CC(C)N(C(=O)CSc1nnc(CN2CCCCCC2=O)n1-c1ccccn1)C(C)C | -1 | 4 | -0.2 | -3 | 0 | -6 | 0.0 | -2 | 2
O=C1NCCN1C(=O)C12CC3CC(CC(C3)C1)C2 | 3 | 3 | -0.3 | 10 | 1 | 4 | -0.1 | -3 | -2
C/C(=N\NC(=O)c1ccc2nc[nH]c2c1)c1ccc([N+](=O)[O-])cc1 | 6 | 0 | 0.0 | -1 | -7 | -5 | 0.1 | 2 | 1
Oc1ccc(C2C(c3ccccc3)=NN=C(c3ccccc3F)N2O)c(O)c1 (stereo not drawn) | 4 | 1 | 1.6 | 4 | -5 | -5 | 0.0 | 2 | -2
Cc1ccc(SCCC(=O)OC(C(=O)NC(N)=O)C(C)C)cc1 (stereo not drawn) | -32 | 0 | 1.1 | 2 | -2 | -3 | -0.1 | 7 | -1
COc1ccc(N2CC(NC(=O)N3CCN(c4ccccc4)CC3)CC2=O)cc1 (stereo not drawn) | 1 | -2 | 2.2 | 18 | 11 | -3 | 0.0 | -4 | 0
CN1C(C(=O)Nc2ccc(F)cc2F)=CC(c2ccco2)=NS1(=O)=O | -6 | 5 | 3.5 | -9 | 4 | -15 | 0.1 | -7 | 3
Cc1cc(C)n2nc(-c3sccc3-n3cccc3)cc2n1 | -1 | 5 | 3.6 | 18 | 15 | -8 | 0.1 | -1 | -3
CCOc1ccc(/C=C2/Sc3ccc(C(=O)NCC4CCCO4)cc3N(C)C2=O)cc1OC (stereo not drawn) | 2 | -10 | 3.2 | -5 | 28 | -16 | 0.1 | -5 | 0
CCCNS(=O)(=O)c1cccn1-c1ncc(C(F)(F)F)cc1Cl | 2 | -14 | 1.4 | 5 | 3 | 9 | 0.0 | 0 | -3
O=C(Nc1ccc(S(=O)(=O)NC2=NCCCCC2)cc1)c1ccc2ccccc2n1 | 1 | 4 | 4.0 | -24 | 16 | 3 | 0.4 | 2 | 0
O=C(c1ccc2nc3ccccc3c(=O)n2c1)N1CCN(Cc2ccc3c(c2)OCO3)CC1 | 0 | -3 | 3.3 | -2 | -21 | 0 | 0.0 | 10 | 2
CN(C)C(=O)CSc1nc(-c2ccccc2)nc2c1CCCC2 | -2 | 0 | 5.1 | 6 | 2 | 9 | 0.0 | 1 | -1
CC1CCCCN1CCNC(=O)C1CCN(S(=O)(=O)c2cccc3nsnc23)CC1 (stereo not drawn) | -4 | 3 | -3.0 | -8 | 6 | -5 | -0.1 | -3 | 6
O=C(c1ccc(OC2CCN(CCc3ccccc3)CC2)cc1)N1CCCCC1CCCO (stereo not drawn) | -1 | 4 | -2.4 | 6 | 26 | 2 | -0.1 | 0 | 1
Cc1c(Cl)c(C(=O)NNC(=S)NCc2ccco2)nn1C | 5 | 0 | 1.1 | -1 | 18 | 1 | 0.0 | -5 | -2
O=C(Nc1ccc(-c2csnn2)cc1)C1CC1 | -1 | 0 | 3.3 | 7 | -3 | -4 | 0.2 | -4 | 0
CC(C)c1ccc(NC(=O)C2CCN(C(=O)[C@@H]3Cc4ccccc4CN3)CC2)cc1 | 3 | 0 | 0.8 | -7 | 20 | -8 | 0.1 | -1 | 3
COc1ccc(C2CC(c3ccccc3)Nc3nc(NC(=O)c4ccco4)nn32)cc1 (stereo not drawn) | -1 | 13 | 1.0 | 8 | 42 | 2 | 0.1 | -1 | -2
CC(C)Cn1c(N)c(C(=O)COC(=O)C2CCCCC2)c(=O)n(C)c1=O | -1 | 5 | 0.2 | -1 | -2 | 4 | -0.1 | 0 | 4
Cc1sc(NC(=S)NC(=O)c2ccco2)c(C#N)c1C | 7 | -6 | 0.3 | -11 | 22 | 10 | 0.5 | -6 | -3
CCS(=O)(=O)Nc1ccc(C2=NN(C(=O)c3ccco3)C(c3ccco3)C2)cc1 (stereo not drawn) | 2 | 3 | 0.3 | -4 | -5 | -15 | 0.1 | 0 | -3
O=C(NCC1CCCO1)C(Cc1ccccc1)N1C(=O)C2C3C=CC(C4CC34)C2C1=O (stereo not drawn) | -2 | -3 | 0.3 | 1 | 1 | 8 | 0.0 | -3 | 0
COc1ccc2nc(NC(=O)CSC(C)C(=O)Nc3cc(C)on3)sc2c1 (stereo not drawn) | 2 | 0 | 0.3 | 3 | -6 | -5 | 0.0 | -5 | 5
CC1CC(C)CN(C(=O)c2ccc3ccccc3c2)C1 (stereo not drawn) | 5 | 2 | -0.1 | -2 | 0 | -9 | 0.2 | -6 | 2
ClC(CCN1CCN(Cc2ccccc2)CC1)c1ccccc1 (stereo not drawn) | -1 | 3 | -1.5 | 6 | -3 | 4 | 0.1 | -3 | -1
Cc1nc2ccccc2c(=O)n1NC(=O)c1ccccc1Br | -2 | 8 | 0.1 | 7 | -14 | 8 | 0.1 | -2 | 1
O=[N+]([O-])c1ccc(S(=O)(=O)c2cccc(C(F)(F)F)c2)nc1 | -2 | -1 | -0.6 | 3 | 1 | -4 | -0.1 | -4 | 3
COC(=O)c1sccc1NC(=O)c1cc(OC)cc(OC)c1 | 4 | 3 | 1.5 | -1 | 1 | 2 | -0.1 | 2 | 3
O=C(COC(=O)c1ccccc1[N+](=O)[O-])NCCCc1ccccc1 | -4 | -2 | -0.1 | -24 | -2 | 6 | -0.2 | -3 | 0
Cc1c(NC(=O)c2ccc3c(c2)C(=O)N(Cc2ccco2)C3=O)cccc1C(=O)O | 6 | 2 | 0.9 | 1 | -1 | -5 | 0.0 | -1 | -2
O=C(O)Cn1c(=O)c2c3c(sc2n(Cc2ccccc2)c1=O)CCCC3 | 3 | 1 | 3.4 | -13 | 5 | 5 | 0.0 | 1 | -4
COc1cc([C@H]2[C@@H]3CCCC[C@]3(O)CCN2Cc2ccccc2F)ccc1O | 0 | 6 | 1.5 | -13 | -2 | -4 | 0.0 | 0 | -4
Cc1cc(C(C)(C)CC(C)(C)C)ccc1OCCOCC[N+](C)(C)Cc1ccccc1 | 1 | -24 | 5.5 | -12 | 28 | 12 | 1.1 | 30* | 2
O=C(CCSc1nc(-c2ccco2)cc(C(F)(F)F)n1)NCCN1CCOCC1 | 2 | -1 | 0.7 | -8 | 9 | -14 | 0.5 | -3 | 2
CCOc1cc(NC(=O)c2cccs2)c(OCC)cc1NC(=O)c1ccco1 | 2 | 8 | 1.1 | 2 | 2 | -3 | 0.1 | 2 | -4
O=[N+]([O-])c1ccc(Cl)c(/C=N/Nc2nc(N3CCOCC3)nc(N3CCOCC3)n2)c1 | 1 | 5 | -1.1 | -3 | -9 | -6 | 0.1 | -4 | 2
COc1ccc(C(=O)NCC(=O)N2CCCC(C(F)(F)F)C2)cc1OC (stereo not drawn) | -3 | 1 | -2.6 | 3 | -6 | 13 | 0.1 | -6 | 0
Cc1ccc(-n2nc3c(=O)n(C(C)C(=O)NCc4ccccc4Cl)nc(C)c3c2C)cc1 (stereo not drawn) | 1 | -1 | 1.6 | -11 | 0 | -11 | 0.1 | 5 | -4
COc1ccc(CC(=O)OCn2nnc3ccccc3c2=O)cc1 | 0 | -5 | 0.1 | 4 | -4 | 2 | 0.0 | 1 | 4
COc1ccc(-c2cn3ccc(C)cc3n2)cc1 | 0 | -1 | 2.0 | -14 | 19 | -3 | -0.2 | -1 | -4
CCCCSc1nnc(-c2ccc(C)cc2)c2ccccc12 | 0 | 0 | 1.7 | -1 | 1 | 4 | -0.1 | 0 | 0
CC1(C)Cc2c(cnn2-c2cccc(F)c2)C(NC(=O)CCc2cnccn2)C1 (stereo not drawn) | 5 | -4 | 1.8 | 0 | -2 | 4 | -0.1 | 1 | -5
O=C(c1cccc(C(F)(F)F)c1)N1CCN(CCc2ccccc2)CC1 | -3 | -4 | 2.4 | 8 | 0 | -5 | 0.0 | -3 | 0
C/C=C/c1ccc(OCC(=O)N2CCc3cc(OC)c(OC)cc3C2)c(OC)c1 | -3 | 15 | 2.3 | 16 | -1 | 7 | 0.0 | -1 | -1
COc1cccc(C(=O)Oc2cccc(N3C(=O)C4C5CC(C(Br)C5Br)C4C3=O)c2)c1 (stereo not drawn) | -1 | 6 | 4.3 | 2 | 7 | -18 | 0.1 | 7 | -6
CC1CCCN(c2oc(-c3cccc4ccccc34)nc2C#N)C1 (stereo not drawn) | -3 | 1 | 1.9 | 16 | 6 | 1 | -0.1 | -3 | 4
CCC(=O)NC(C)c1cc(Cl)c2cccnc2c1O (stereo not drawn) | . | . | -0.4 | -3 | 4 | . | -0.3 | 2 | .
CN1CCc2c(sc3c2C(=O)NC(/C=C\c2ccccc2)N3)C1 (stereo not drawn) | -4 | -1 | -0.2 | -13 | 18 | 3 | -0.2 | -1 | 22
O=C(NCc1ccco1)c1cc(-c2ccccc2)on1 | 1 | -1 | 1.2 | 7 | -3 | 11 | 0.1 | -2 | -2
O=C1CCCC1C(=O)Nc1ccc2ccccc2c1 (stereo not drawn) | -2 | 11 | 2.8 | 6 | 8 | 7 | -0.2 | 1 | -3
Cc1cc(S(=O)(=O)N2CCC(NC(=O)C34CC5CC(CC(C5)C3)C4)CC2)ccc1-n1cnnn1 | -2 | 2 | -2.8 | -5 | -9 | 0 | 0.0 | -5 | -1

Exported as labelled records: 3 of the compounds above
SMILES: O=C(c1cccc(C(F)(F)F)c1)N1CCN(CCc2ccccc2)CC1
  CTSL1 counter: -3 | HCV core dimer: -4 | PP5 inh: 2.4 | ZTA DNA inh: 8 | PREPL inh: 0 | EBNA-1 inh: -5 | Efflux pump mplx: 0.0 | PP1 inh: -3 | TPT1 inh: 0
SMILES: CC1CCCN(c2oc(-c3cccc4ccccc34)nc2C#N)C1 (stereo not drawn)
  CTSL1 counter: -3 | HCV core dimer: 1 | PP5 inh: 1.9 | ZTA DNA inh: 16 | PREPL inh: 6 | EBNA-1 inh: 1 | Efflux pump mplx: -0.1 | PP1 inh: -3 | TPT1 inh: 4
SMILES: O=C(NCc1ccco1)c1cc(-c2ccccc2)on1
  CTSL1 counter: 1 | HCV core dimer: -1 | PP5 inh: 1.2 | ZTA DNA inh: 7 | PREPL inh: -3 | EBNA-1 inh: 11 | Efflux pump mplx: 0.1 | PP1 inh: -2 | TPT1 inh: -2
